Screens deposited in PubChem by National Center for Advancing Translational Sciences (NCATS).
LmPK inhibitor: LmPK (Leishmania mexicana) enzyme inhibition. purified LmPK, Kinase-Glo ATP luminescence, 1 h. AID 1721. 290,000 compounds, 0.37% hits. Potency, µM (top dose mostly 57.5 µM), without a hit: at the top dose activity change, negative = inhibition, usual class: inhibitors; note: potency is the fitted concentration of half-maximal effect
Target sequence (Q27686 whole entry, looked up): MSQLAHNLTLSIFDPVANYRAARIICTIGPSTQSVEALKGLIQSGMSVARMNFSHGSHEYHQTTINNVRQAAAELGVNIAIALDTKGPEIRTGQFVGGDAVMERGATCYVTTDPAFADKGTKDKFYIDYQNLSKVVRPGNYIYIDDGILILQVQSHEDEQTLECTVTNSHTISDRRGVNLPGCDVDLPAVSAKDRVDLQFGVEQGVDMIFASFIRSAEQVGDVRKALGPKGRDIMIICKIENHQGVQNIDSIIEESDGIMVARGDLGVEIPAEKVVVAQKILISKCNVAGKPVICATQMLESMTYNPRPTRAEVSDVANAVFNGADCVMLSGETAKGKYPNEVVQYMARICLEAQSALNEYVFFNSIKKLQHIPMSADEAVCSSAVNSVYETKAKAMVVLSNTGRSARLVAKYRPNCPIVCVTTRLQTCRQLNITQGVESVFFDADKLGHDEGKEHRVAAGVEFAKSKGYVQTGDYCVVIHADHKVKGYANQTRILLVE
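Screened at intermediate enzyme activity to detect both inhibitors and activators: LmPK at 0.1 nM, with a 0.5 nM enzyme column as activation reference. PEP 0.5 mM, ADP 0.1 mM; ATP detected by luminescence after 1 h.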
HCV inh: blocks hepatitis C virus; Huh7.5.1 HCVcc-Cre infection, luciferase reporter, 44 h; Potency, µM (top dose mostly 41.8 µM), for inactives: top-dose activity change, negative = inhibition, usual class: inhibitors; 340,000 compounds, 3.4% hits; AID 651820; note: potency is the fitted concentration of half-maximal effect
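Compounds are dispensed onto cells plated 4 h earlier at 1,000 per well, with HCVcc-Cre virus (about 0.5 moi) added next. Following 44 h of culture, luminescent signal is measured for 15 sec after 15 min with substrate at room temperature.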
HCMV antiviral: inhibitors of human cytomegalovirus. HFF cells, HCMV-luciferase reporter, 72 h; active compounds read low. activity change, negative = inhibition, % at 57.5 µM. 410,000 compounds, 4.5% hits; in the data active = activity change below about -60%; inconclusive = no clear call, values can overlap the other calls; inactive = above about -39%
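Screen run at 2 compound doses on HFFs infected with reporter HCMV, MOI 1 PFU/cell. Luciferase activity from cell lysates at 72 h post infection gave inhibition relative to buffer-only and Salinomycin wells.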
Tb PYK inh: T. brucei pyruvate kinase inhibition | TbPYK enzyme, Kinase-Glo Plus ATP luminescence, 45 min | Potency, µM (top dose mostly 76.8 µM), without a hit: top-dose activity, negative = inhibition, usual class: inhibitors | 410,000 compounds, 0.12% hits | AID 624173; note: potency is the fitted concentration of half-maximal effect; nearly all actives have a fitted effect of over 50% in size
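Quantitative HTS: titrated library compounds versus trypanosomal pyruvate kinase in TEA buffer (pH 7.2) containing KCl, MgCl2, BSA and Tween-20. Reactions were initiated with ADP, 130 uM final. Kinase-Glo Plus luminescence was read after 45 min at RT.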
AmpC detergent: inhibitors of E. coli AmpC beta-lactamase with detergent; P00811; AmpC hydrolysis of nitrocefin, absorbance 480 nm, 0.01% Triton; Potency, µM (titrated, usually from 114 µM), inactives show top-dose activity change, negative = inhibition, hits mostly inhibitors; 370,000 compounds, 0.041% hits;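 note: potency is the fitted concentration of half-maximal effect; 0% = no-compound wells and -100% = no-enzyme wells; nearly all actives have a fitted effect of over 25% in size; some results filed as inactive show a strong effect at the top dose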
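AmpC (5.3 nM in the dispensed reagent) in 20 mM phosphate pH 7.0 with 0.01% (detergent screen) or 0.0001% Triton X-100 was preincubated with compounds for 15 min at room temperature. Nitrocefin was then added from an 800 uM solution, and hydrolysis was followed at 480 nm.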
AmpC no deterg: inhibitors of E. coli AmpC beta-lactamase without detergent; Potency, µM (titrated, usually from 57.1 µM), for the others: at the top dose activity change, negative = inhibition, usual class: inhibitors; 330,000 compounds, 0.52% hits; AmpC nitrocefin hydrolysis, absorbance 480 nm, 0.0001% Triton; AID 485341;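 note: potency is the fitted concentration of half-maximal effect; plate controls were no compound for no effect and no enzyme for full effect; nearly all actives have a fitted effect of over 20% in size; some results filed as inactive show a strong effect at the top dose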
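AmpC (5.3 nM in the dispensed reagent) in 20 mM phosphate pH 7.0 with 0.01% (detergent screen) or 0.0001% Triton X-100 was preincubated with compounds for 15 min at room temperature. Nitrocefin was then added from an 800 uM solution, and hydrolysis was followed at 480 nm.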
AMA1 RON2 block: disrupts binding of P. falciparum AMA1 to RON2; Potency, µM (top dose mostly 58.2 µM), for the others: top-dose activity change, negative = inhibition, most hits filed as inhibitors; AlphaScreen AMA1-biotinylated RON2 peptide binding; 360,000 compounds, 0.2% hits;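 note: potency is the fitted concentration of half-maximal effect; 0% = vehicle wells and -100% = peptide control; nearly all actives have a fitted effect of over 45% in size; some results filed as inactive show a strong effect at the top dose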
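AMA1 (3D7) with his tag at 25 nM final met compounds first, then biotinylated RON2 peptide at 25 nM; detection used donor plus acceptor beads, 10 µg/mL apiece, read by AlphaScreen after 30 min at room temperature.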
Numbers without * were called inactive; ? = inconclusive; · = not tested or not shown; [ ] = remark or other dose. Unless noted, calls come from the whole dose curve; as a rule, active = well fitted curve in the direction sought with a large enough effect; inconclusive = small, poorly fitted or top-dose-only effect, or another doubt; inactive = no such curve, though single readings can be large; an effect the other way counts as inactive or inconclusive. Unless noted, % is set by controls: 0 for no effect and ±100 for the full control effect.

SMILES	LmPK inhibitor	HCV inh	HCMV antiviral	Tb PYK inh	AmpC detergent	AmpC no deterg	AMA1 RON2 block
O=C(NNC(=S)Nc1ccc(Cl)cc1Cl)C1CC1	-6%	14%	49	-8%	1%	-2%	81%[activator]
O=C(Nc1ccc2c(c1)OCCO2)C1CCN(C(=O)c2ccc(F)cc2)CC1	0%	1%	-39	0%	1%	-6%	23%
Nc1[nH]c(C(=O)c2ccccc2)c(-c2ccccc2C(F)(F)F)c1C(=O)NCc1ccc(F)cc1	·	·	17	4%	·	·	13%
COc1ccc(N2CCN(C(=O)c3nc4nc(C)cc(C)n4n3)CC2)cc1	-7%	19%	-35	-1%	7%	-10%	-15%
CCN(Cc1ccccc1)Cc1nnnn1Cc1ccccc1	-2%	-10%	-32	-1%	?	13%	8%
O=C(O)C(Cc1ccccc1-c1ccccc1)C(=O)O	0%	17%	-14	-6%	0%	-20%	3%
Cc1ccc(NC(=O)C(c2ccc(Cl)cc2)N2CCOCC2)cc1 (stereo unspecified)	12%	12%	-29	1%	-1%	82%[activator]	4%
CCN1CCN(CC(O)COCc2ccccc2)CC1 (stereo unspecified)	-3%	15%	11	-7%	-4%	-16%	0%
N#Cc1c(N)sc2c1CCN(CCc1ccccc1)C2	1%	-14%	-2	-7%	-9%	-57%	0%
CCc1cccc(NC(=O)CN(C)S(=O)(=O)c2cccc3nsnc23)c1	2%	-22%	27	-10%	-7%	-28%	6%
CC(=O)N/C(=C\c1ccccc1)C(=O)Nc1ccc(O)cc1	-7%	10%	?	-5%	-2%	18%	2%
CC1=C(C(=O)OC2CCCCC2)C(c2ccc(C)o2)C2=C(CC(C)(C)CC2=O)N1 (stereo unspecified)	5%	3%	-16	-6%	2%	9%	15%
O=C(NC1CCCCC1)c1cc(Cl)nc2ccccc12	0%	2%	8	1%	-6%	-21%	-2%[2.32 µM]
Cc1cc(S(=O)(=O)N2CCOCC2)ccc1OCC(=O)NCc1ccccn1	-4%	19%	-14	-6%	-5%	3%	2%
Cc1cc(NC(=O)COC(=O)c2ccc(S(=O)(=O)C(F)F)cc2)n(-c2ccccc2)n1	·	35%[activator]	-28	-1%	?	-3%	10%
O=C(Nc1ccc2nc(-c3cccnc3)[nH]c2c1)c1ccccc1F	-2%	?	-16	-18%	3%	-27%	-6%
Nc1nn(-c2ccccc2)nc1C(=O)OCc1c(F)cccc1Cl	·	·	35	-7%	-1%	·	·
O=C(O)/C=C\C(=O)Nc1ccc(N2CCN(c3ccc(Cl)cc3)CC2)cc1	1%	0%	?	-14%	2%	-30%	-27%
CN(Cc1cnn(-c2ccccc2)c1)C(=O)c1cccc(S(=O)(=O)Nc2ccccc2F)c1	·	·	-6	-2%	·	·	-11%
O=C(C(c1ccccc1)c1ccccc1)N1CCN(c2ccccn2)CC1	1%	17%	?	-6%	1%	-1%	0%
Cc1ccc(CNC(=O)CS(=O)Cc2nc(-c3ccccc3Cl)oc2C)cc1 (stereo unspecified)	0%	8%	-32	1%	4%	94%[activator]	3%
COc1cc(OC)c(C(=O)OCC(=O)Nc2ccc(S(=O)(=O)N3CCOCC3)cc2)cc1OC	·	-17%	6	66%[activator]	·	26%	-3%
CN(C)c1cnn(-c2ccccc2)c(=O)c1Cl	1%	8%	?	-16%	1%	-8%	-8%
Cc1nc(SCC(=O)N2CCN(C(=O)c3cccs3)CC2)c2c(C)c(C)sc2n1	·	?	-15	?	0%	2%	24%
O=C(CN1C(=O)NC2(CCc3ccccc32)C1=O)Nc1ccc(Cl)cc1F (stereo unspecified)	·	·	1	-15%	·	·	-4%
COc1ccc(-n2cc(CNCCc3cscn3)c(-c3ccccc3Cl)n2)cc1	0%	-2%	-37	6%	1%	63%[activator]	?
COc1cc2cc(CN(CCc3ccccc3C)C(=S)NCCCN3CCOCC3)c(=O)[nH]c2cc1OC	2%	?	-64*	-22%	1%	213%[activator]	0%
Cc1nc(-c2cccc(NC(=O)C(C)Oc3ccccc3)c2)cs1 (stereo unspecified)	-2%	?	-36	-3%	5%	-9%	-27%

Looked up one by one from the list above:
SMILES	LmPK inhibitor	HCV inh	HCMV antiviral	Tb PYK inh	AmpC detergent	AmpC no deterg	AMA1 RON2 block
N#Cc1c(N)sc2c1CCN(CCc1ccccc1)C2	1%	-14%	-2	-7%	-9%	-57%	0%
O=C(NNC(=S)Nc1ccc(Cl)cc1Cl)C1CC1	-6%	14%	49	-8%	1%	-2%	81%[activator]

Twelve entries from above, set out differently:
Structure | LmPK inhibitor | HCV inh | HCMV antiviral | Tb PYK inh | AmpC detergent | AmpC no deterg | AMA1 RON2 block
Cc1cc(S(=O)(=O)N2CCOCC2)ccc1OCC(=O)NCc1ccccn1 | -4% | 19% | -14 | -6% | -5% | 3% | 2%
Cc1cc(NC(=O)COC(=O)c2ccc(S(=O)(=O)C(F)F)cc2)n(-c2ccccc2)n1 | · | 35%[activator] | -28 | -1% | ? | -3% | 10%
O=C(Nc1ccc2nc(-c3cccnc3)[nH]c2c1)c1ccccc1F | -2% | ? | -16 | -18% | 3% | -27% | -6%
Nc1nn(-c2ccccc2)nc1C(=O)OCc1c(F)cccc1Cl | · | · | 35 | -7% | -1% | · | ·
O=C(O)/C=C\C(=O)Nc1ccc(N2CCN(c3ccc(Cl)cc3)CC2)cc1 | 1% | 0% | ? | -14% | 2% | -30% | -27%
CN(Cc1cnn(-c2ccccc2)c1)C(=O)c1cccc(S(=O)(=O)Nc2ccccc2F)c1 | · | · | -6 | -2% | · | · | -11%
O=C(C(c1ccccc1)c1ccccc1)N1CCN(c2ccccn2)CC1 | 1% | 17% | ? | -6% | 1% | -1% | 0%
Cc1ccc(CNC(=O)CS(=O)Cc2nc(-c3ccccc3Cl)oc2C)cc1 (stereo unspecified) | 0% | 8% | -32 | 1% | 4% | 94%[activator] | 3%
COc1cc(OC)c(C(=O)OCC(=O)Nc2ccc(S(=O)(=O)N3CCOCC3)cc2)cc1OC | · | -17% | 6 | 66%[activator] | · | 26% | -3%
CN(C)c1cnn(-c2ccccc2)c(=O)c1Cl | 1% | 8% | ? | -16% | 1% | -8% | -8%
Cc1nc(SCC(=O)N2CCN(C(=O)c3cccs3)CC2)c2c(C)c(C)sc2n1 | · | ? | -15 | ? | 0% | 2% | 24%
O=C(CN1C(=O)NC2(CCc3ccccc32)C1=O)Nc1ccc(Cl)cc1F (stereo unspecified) | · | · | 1 | -15% | · | · | -4%

Outcome played no part in choosing rows (roughly 7.5% active in at least one column).
